Screens from PubChem BioAssay.
DSG3 Ab inh – inhibitors of pemphigus antibody binding to human desmoglein-3; P32926; 310,000 compounds, 0.48% hits; binding (percent of control), % at 10 µM; DSG3-coupled beads, scFv-anti-DSG3-GFP binding, flow cytometry; hits give low values;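 active = binding more than 3 SD below its plate's average and above zero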;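 also: hits lower antibody fragment binding to DSG3; some compounds called inactive have numbers as strong as hits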
Target sequence (P32926 whole entry, looked up, the tested form may be a part): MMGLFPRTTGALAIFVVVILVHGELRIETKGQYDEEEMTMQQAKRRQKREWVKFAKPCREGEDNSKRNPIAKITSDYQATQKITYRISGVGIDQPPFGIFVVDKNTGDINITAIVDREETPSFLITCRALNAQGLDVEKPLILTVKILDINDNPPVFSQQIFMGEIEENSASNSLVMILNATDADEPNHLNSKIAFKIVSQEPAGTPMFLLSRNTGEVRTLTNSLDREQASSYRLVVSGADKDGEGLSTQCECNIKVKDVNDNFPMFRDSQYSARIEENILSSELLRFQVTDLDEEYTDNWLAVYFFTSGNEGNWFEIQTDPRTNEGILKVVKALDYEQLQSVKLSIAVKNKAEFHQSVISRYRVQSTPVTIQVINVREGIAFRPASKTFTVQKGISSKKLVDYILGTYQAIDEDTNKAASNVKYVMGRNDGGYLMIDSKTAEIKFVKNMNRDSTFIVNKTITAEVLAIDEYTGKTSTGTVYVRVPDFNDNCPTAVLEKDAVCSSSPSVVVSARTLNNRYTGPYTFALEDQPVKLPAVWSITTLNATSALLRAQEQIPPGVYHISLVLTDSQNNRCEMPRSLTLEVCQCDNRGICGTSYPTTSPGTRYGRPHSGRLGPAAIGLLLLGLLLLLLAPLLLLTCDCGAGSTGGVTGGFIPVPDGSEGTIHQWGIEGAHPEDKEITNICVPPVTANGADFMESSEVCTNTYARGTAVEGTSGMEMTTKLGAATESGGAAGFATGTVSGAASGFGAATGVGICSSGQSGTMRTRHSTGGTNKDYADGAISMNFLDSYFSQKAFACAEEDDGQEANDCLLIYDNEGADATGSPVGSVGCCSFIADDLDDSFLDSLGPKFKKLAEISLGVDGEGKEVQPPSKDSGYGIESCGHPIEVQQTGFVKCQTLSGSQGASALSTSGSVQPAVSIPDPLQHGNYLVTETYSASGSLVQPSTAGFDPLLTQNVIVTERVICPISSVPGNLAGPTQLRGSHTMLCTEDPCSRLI
Mot1-301 SUMO – SUMOylation pathway inhibition by Mot1-301 growth rescue; AID 2716; S. cerevisiae Mot1-301 growth rescue, ATP luminescence, 38.5C; percent above DMSO median, 100 means doubled; 320,000 compounds, 1% hits; growth rescue, % at 18.8 µM;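 active = every valid replicate shows activation above 250% relative to neutral control wells; inactive = the rest, any valid replicate at or below 250%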;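 also: OY570 slx delta 5 strain wells were the positive control but not used for scaling; some compounds called inactive have numbers as strong as hits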
PKA-R1A activ – PKA-R1A complex activation; P00514+P68181; PKA-R1A dissociation, Cy5-IP20 fluorescence polarization; scaled: DMSO 0%, 113 µM cGMP 100%; activation, % at 11.4 µM; 340,000 compounds, 0.083% hits;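 active = percent activation above the mean of all tested compounds plus 3 SD, cut at about 19% in these data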;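 also: higher means more PKAc released from R1A so a rise in polarization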
AddAB inh – less growth of phage-infected E. coli with AddAB | E. coli expressing H. pylori AddAB, absorbance growth | inhibition, % at 11.9 µM | 330,000 compounds, 0.29% hits; in the data active = inhibition above about 12%;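 also: 0% = vehicle wells of infected cells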
PfHsp90 set2 – inhibits growth of yeast expressing Plasmodium falciparum Hsp90; S. cerevisiae expressing PfHsp90, BacTiter-Glo ATP, 48 h; yeast lacking PDR1 and PDR3 efflux regulators; inhibition, % at 9.4 µM; 310,000 compounds, 0.32% hits; AID 504621;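 active = every replicate shows inhibition above about 80%, whatever the replicate mean, limit read from the data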;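 also: 0% = DMSO neutral controls and 100% = 20 µM radicicol positive controls; yeast relying on Plasmodium falciparum Hsp90 in place of its own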
MOR-DOR inv ag – inverse agonists of human mu-delta opioid receptor heterodimerization; P35372+P41143; cell-based MOR-DOR heterodimer luminescence, inverse agonism; inhibition, % at 9.3 µM; 340,000 compounds, 0.21% hits; AID 504357; in the data active = inhibition above about 22%, passing the limit was not always enough;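 also: 0% = cells with DMSO and 100% = wells without cells with DMSO; values of inactives mirror those of a sister screen read the other way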
HTR5A inv ctr – HTR5A inverse agonism, opioid heterodimer counter-screen | P47898 | HTR5A cell line, luminescence | inhibition, % at 9.3 µM | 340,000 compounds, 0.083% hits; in the data active = inhibition mostly above about 23%, no sharp cut-off; inactive = mostly below about 18%;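 also: 0% = cells with DMSO and 100% = no-cell wells with DMSO; some compounds called inactive have numbers as strong as hits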
phage Ecoli inh – E. coli growth loss with phage present; inhibition, % at 11.9 µM; 360,000 compounds, 0.26% hits; AID 651602; growth absorbance; in the data active = inhibition above about 11%
Ecoli viability – counter-screen for AddAB inhibitors: E. coli growth inhibition. E. coli V3065 growth, OD600 absorbance, 18 h. AID 449728. inhibition, % at 11.9 µM. 330,000 compounds, 0.27% hits;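 active = inhibition above the campaign's mean inhibition across all tested compounds plus 3 SD, cut at about 9.9% in these data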;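 also: uninfected addAB+ strain grown without phage in ampicillin broth; 0% = DMSO wells and 100% = ciprofloxacin 0.95 µg/ml wells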
MOR-DOR ag – OPRM1-OPRD1 heterodimerization agonism | activation, % at 9.3 µM | 340,000 compounds, 0.3% hits | cells, luminescence; in the data active = activation above about 18%;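 also: 0% = vehicle-treated cells and 100% = reference agonist; values of inactives mirror those of a sister screen read the other way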
HTR5A ag ctr – counter-screen for OPRM1-OPRD1 agonists: human HTR5A agonism | P47898 | HTR5A agonist assay, luminescence, cell-based | activation, % at 9.3 µM | 340,000 compounds, 0.61% hits | AID 504692; in the data active = activation mostly above about 9.5%, no sharp cut-off; inactive = mostly below about 7.6%;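 also: 0% = cells with vehicle only and 100% = reference agonist; strong numbers were not always called active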
* = called active by the depositor; . = no result given. No enrichment for hits (roughly 3.2% active in at least one column).

SMILES,MOR-DOR ag,DSG3 Ab inh,Ecoli viability,MOR-DOR inv ag,PfHsp90 set2,AddAB inh,phage Ecoli inh,HTR5A inv ctr,Mot1-301 SUMO,HTR5A ag ctr,PKA-R1A activ
CCn1c(SCc2nc(-c3ccccc3)no2)nnc1-c1cccs1,-0.2,.,-0.6,1,-46,-1.9,0.0,-40,3,-1,-3
O=S1(=O)C=C(SCc2cccc(Cl)c2)Nc2ccccc21,1.9,95,1.8,-10,-14,3.0,1.7,-1,-6,0,-1
O=C(NC1CCCCC1)c1cccc(COCC(F)(F)F)c1,-2.2,101,-1.8,12,-21,2.9,1.7,1,-1,-2,-3
CCOc1ncccc1C(=O)OCC(=O)c1ccc(F)cc1,0.4,102,-1.0,-2,-8,3.5,1.2,2,9,-1,1
CCC(c1nnc(SCC(=O)Nc2ccc(C(=O)Nc3ccccc3OC)cc2)o1)N(C)C (stereo unspecified),-2.7,101,1.4,12,10,2.0,1.8,5,74,-3,0
Cc1cnc(C(=O)NCc2ccc(F)cc2)cn1,-2.7,114,0.9,14,-36,3.2,-0.1,-10,-12,3,-7
CC(C)OCCCNC(=O)c1cc2c(=O)n(C)c3ccccc3c2n1C,-2.2,105,2.4,12,-15,1.3,2.9,3,75,-1,5
CN1CCN(S(=O)(=O)c2ccc(NC(=O)Cc3cccs3)cc2)CC1,-1.9,105,1.0,10,-22,1.3,.,-18,13,4,-3
COC(=O)c1sccc1NC(=O)Nc1ccccc1OC,-2.5,107,-1.3,10,-7,-2.3,1.5,-5,15,2,-15
O=C(COC(=O)c1n[nH]c2ccccc12)NC(=O)NC1CCCC1,-1.8,110,2.6,10,5,2.1,0.1,-13,-10,5,7
COc1ccccc1NS(=O)(=O)c1ccc(O)c(C(=O)OCC(=O)N2c3ccccc3CC2C)c1 (stereo unspecified),-1.9,103,-0.3,10,-17,-0.7,0.4,6,-5,3,-3
Cc1cc(N2CCN(Cc3nc(-c4ccc(Cl)cc4)oc3C)CC2)cc(C)n1,-1.6,97,1.0,8,-18,-2.6,-0.1,-9,516,7,8
CSc1ccccc1C(=O)Nc1ccc2c(c1)OCO2,-0.2,116,1.4,1,.,-0.7,-2.5,17,21,1,6
CC(=O)N1[C@H](C)C=C[C@]1(Cc1ccccc1)C(=O)NCc1cc(F)cc(C(F)(F)F)c1,0.2,102,-0.1,-1,-3,2.1,1.5,13,-6,1,-11
O=C(NC1CCCCC1)C1CCN(C(=O)c2ccc(Cl)cc2)CC1,-3.3,100,-1.3,18,-11,3.2,-1.8,4,6,-2,-2
CCC(=O)c1ccccc1OCCN1CCN(Cc2ccccc2)CC1,-0.1,110,-2.5,0,-23,-0.4,0.6,4,-1,-2,-14
CCOC(=O)NC(=O)CSc1nnnn1-c1ccc(C)cc1,-3.4,.,-1.5,21,-7,-1.7,1.2,7,1,-2,14
Cc1cccc(NC(=S)N2CCC(c3nc4ccccc4o3)CC2)c1,2.2,102,-0.9,-11,11,-2.0,3.0,-5,108,2,-6
COc1ccc(-c2cc(C(=O)N3CCOCC3)no2)cc1OC,-2.2,105,-2.1,12,2,-1.1,4.6,-7,16,9,-4
O=C(O)c1ccc(/C=C(\c2nc3ccccc3[nH]2)c2nc3ccccc3s2)cc1,-2.6,96,0.9,14,-21,2.3,2.5,12,-9,-4,-13
Cc1cc(C)nc(NS(=O)(=O)c2ccc(NC(=O)C3CC3)cc2)n1,3.3,121,0.4,-26,-15,2.0,-0.5,-7,-12,2,-5
CCC1(c2ccccc2)NC(=O)N(CC(=O)Nc2cccc(S(=O)(=O)N3CCCC3)c2)C1=O (stereo unspecified),0.5,99,-2.3,-2,-13,-1.3,2.2,-4,-9,0,16
Nc1nc(CSC(=S)N2CCN(c3ccccc3)CC2)nc(Nc2ccccc2)n1,-1.3,123,0.1,7,-68,2.5,1.8,10,-9,2,-10
Cc1ccc(S(=O)(=O)N2CCOCC2)cc1NC(=O)CN(C)C1CCS(=O)(=O)C1 (stereo unspecified),-3.4,88,-0.9,17,-62,-0.9,1.2,8,-12,-3,-4
CCC(C)(C)C(=O)Nc1ccc(OC)cc1[N+](=O)[O-],0.6,97,2.2,-3,-1,0.3,.,1,-2,-1,0

(continued)
SMILES,MOR-DOR ag,DSG3 Ab inh,Ecoli viability,MOR-DOR inv ag,PfHsp90 set2,AddAB inh,phage Ecoli inh,HTR5A inv ctr,Mot1-301 SUMO,HTR5A ag ctr,PKA-R1A activ
Cc1ccc(C)c(OCc2cc(C(=O)N(C)Cc3nccs3)no2)c1,-2.3,104,-1.6,12,-8,-0.7,3.0,7,5,7,11
COc1cc(/C=C(\C#N)c2nc(-c3cc4ccccc4oc3=O)cs2)ccc1O,-1.5,95,1.3,8,-11,2.9,4.4,-3,-2,1,-1
CC1CCN(c2ccccc2NC(=S)NC(=O)c2ccc(-c3cccc([N+](=O)[O-])c3)o2)CC1,-2.3,97,-0.1,10,-20,-0.3,0.5,-25,-5,9,-20
CCn1c(COc2cccc3cccnc23)nnc1SCC(=O)O,0.4,109,-0.9,-2,-15,2.2,1.4,7,-21,-3,-1
CC(=O)Nc1cccc(S(N)(=O)=O)c1C,-1.4,101,-1.1,7,1,1.5,0.0,-31,-6,5,1
CC(NC(=O)COC(=O)CNS(=O)(=O)/C=C/c1ccccc1)c1ccccc1 (stereo unspecified),0.0,93,-1.5,0,-3,4.2,2.3,10,3,-4,5
Cc1ccc(NC(=O)c2cccc(N3C(=O)CCC3=O)c2)nc1,-0.2,99,3.5,1,-9,0.6,2.8,-12,9,4,-1
COC(=O)CN(c1ccc(OC)cc1)S(=O)(=O)c1c(C)noc1C,-0.8,104,-0.6,4,12,5.1,1.7,4,0,1,4
O=C1CSC2(CCCCC2)N1CCO,-1.2,.,-0.2,6,7,3.2,2.6,5,-20,4,4
CCOP(=O)(OCC)C(NC(=O)Nc1cccc(Cl)c1)C(N)=O (stereo unspecified),-1.2,98,3.0,6,6,2.2,3.6,-2,4,1,3
C=C(C)COc1ccc2c(CC)cc(=O)oc2c1,0.1,110,1.3,0,-12,4.5,0.3,8,2,1,5
COc1ccc2nc(N3CCN(C(=O)C4COc5ccccc5O4)CC3)sc2c1 (stereo unspecified),1.9,104,-0.1,-12,.,1.9,3.2,-6,7,2,-12
COC(=O)c1ccc(NC2=CC(=O)CC(C)(C)C2)cc1,-1.2,102,1.4,8,5,1.5,-0.2,-15,-3,0,0
C[C@@H]1NC(=O)OC1c1ccco1 (stereo partly specified),-2.6,105,-0.2,15,-9,0.6,3.4,-7,-3,3,-10
Cc1cccc(OCCn2c(=S)[nH]c3ccccc32)c1,4.6,98,-1.2,-25,-2,-0.5,0.7,-19,25,7,1
CCCCN(CC)CCNC(=O)c1cn(CCOC)c(=O)c2c1c1ccccc1n2C,-1.6,104,2.8,7,5,-0.2,0.8,1,1,0,-4
COc1ccccc1/C=C1/C(=O)N(c2ccccc2)N=C1C,-3.3,93,1.9,15,-50,0.2,-0.6,3,4,-1,-3
CC(C)CCNC(=O)c1ccc2c(c1)ncn2C1CCCC1,-1.1,104,1.6,6,-7,0.0,1.3,-19,0,7,-13
Cc1cccc(OCC(=O)N/N=C/CC(C)c2ccccc2)c1C (stereo unspecified),3.6,105,0.0,-20,-2,-0.2,2.6,-7,.,-4,-7
O=C1CN(CC(=O)Nc2ccc(SC(F)F)cc2)CCN1,0.5,98,-1.1,-4,8,0.8,3.1,9,-7,-3,-13
COC(=O)c1cccc(Oc2nc3c(c(=O)n(C)c(=O)n3C)n2C(C)C)c1,-1.1,98,-0.3,7,0,0.5,1.3,2,74,-1,-7
CCOC(=O)CSc1nc2c(c(=O)[nH]1)C(C)(CC)Cc1ccccc1-2 (stereo unspecified),8.5,114,0.0,-40,-25,0.7,-0.1,-4,-2,1,-9
O=C(NCC1CCCO1)C1CCCN(S(=O)(=O)c2ccc(Cl)cc2)C1 (stereo unspecified),0.0,100,-0.4,0,-7,2.2,2.6,-19,-15,4,8
O=C(NC(=S)Nc1ccc(CN2CCOCC2)cc1)c1ccc2c(c1)OCCO2,-2.7,98,-0.7,14,-10,-0.6,2.4,3,36,-1,-5
CN(CC(=O)N1CCCC1)S(=O)(=O)c1cccc(Cl)c1,-1.9,106,0.1,11,-1,1.9,-2.9,15,21,-6,-1
COCCNC(=O)C(c1ccc(C)o1)N(Cc1ccc(OC)cc1)C(=O)Cn1nnc2ccccc21 (stereo unspecified),-2.3,96,1.1,12,-6,1.1,1.9,1,9,-3,-9
Cc1ccc(S(=O)(=O)N2CCC(C(=O)OCC(=O)NCc3ccco3)CC2)cc1C,4.2,105,2.5,-28,-6,0.9,1.5,1,5,-1,-10
CC(=O)NC1=NN(C(C)=O)C2(S1)C(=O)N(C(C)C)c1ccc(C)cc12 (stereo unspecified),-2.6,96,0.3,15,8,5.4,2.6,-20,-21,2,-4

Limited to HTR5A inv ctr and Ecoli viability, for some of the entries so far:
mol | HTR5A inv ctr | Ecoli viability
COc1cc(/C=C(\C#N)c2nc(-c3cc4ccccc4oc3=O)cs2)ccc1O | -3 | 1.3
COc1ccc2nc(N3CCN(C(=O)C4COc5ccccc5O4)CC3)sc2c1 (stereo unspecified) | -6 | -0.1
